GalR3 antag – antagonists of human GalR3; O60755; HEK293 GalR3-CNG cAMP membrane potential fluorescence; galR3 body fused to GalR1 C-terminus; inhibition, % at 3 µM; actives 0.44% (n = 360,000);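 active means inhibition above the screen-wide average plus 3 SD, cut at about 13% in these data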;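 further: forskolin and galanin both at EC90 stimulate the cells; cAMP rise reported by CNG channel membrane potential dye signal; 0% = forskolin plus galanin with DMSO and 100% = forskolin alone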
Target sequence (O60755 1-299 limits assumed): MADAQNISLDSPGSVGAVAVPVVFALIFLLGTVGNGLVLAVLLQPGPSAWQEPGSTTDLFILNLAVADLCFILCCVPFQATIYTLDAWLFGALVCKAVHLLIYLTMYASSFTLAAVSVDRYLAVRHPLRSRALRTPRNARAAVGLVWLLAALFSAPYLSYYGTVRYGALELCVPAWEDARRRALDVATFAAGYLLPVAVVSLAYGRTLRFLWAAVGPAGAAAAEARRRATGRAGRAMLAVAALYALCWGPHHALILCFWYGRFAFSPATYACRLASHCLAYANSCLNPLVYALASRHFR
MEKK2 WT-MEK5 – raises or lowers MEK5 binding to wildtype human MEKK2 PB1 domain; binding response (% of control), % at 10 µM; actives 1.1% (n = 290,000); Q9Y2U5; bead flow cytometry, Alexa488-MEK5 binding to MEKK2 WT; actives lie on both sides; in the data active means binding response below about 67% or above about 130%
V1aR counter – V1a receptor agonism, counter-screen for OXTR agonists | P37288 | CHO-V1R cells, Fluo-8 calcium fluorescence, agonist mode; 0% DMSO, 100% 3 nM vasopressin | activation, % at 3 µM | actives 0.25% (n = 320,000);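 active means activation above the mean activation of all tested compounds plus 3 SD, per screening run, cut at about 20% in these data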;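 further: signal is peak over basal fluorescence ratio across a 100 second FLIPR read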
Target sequence (P37288 whole entry, looked up): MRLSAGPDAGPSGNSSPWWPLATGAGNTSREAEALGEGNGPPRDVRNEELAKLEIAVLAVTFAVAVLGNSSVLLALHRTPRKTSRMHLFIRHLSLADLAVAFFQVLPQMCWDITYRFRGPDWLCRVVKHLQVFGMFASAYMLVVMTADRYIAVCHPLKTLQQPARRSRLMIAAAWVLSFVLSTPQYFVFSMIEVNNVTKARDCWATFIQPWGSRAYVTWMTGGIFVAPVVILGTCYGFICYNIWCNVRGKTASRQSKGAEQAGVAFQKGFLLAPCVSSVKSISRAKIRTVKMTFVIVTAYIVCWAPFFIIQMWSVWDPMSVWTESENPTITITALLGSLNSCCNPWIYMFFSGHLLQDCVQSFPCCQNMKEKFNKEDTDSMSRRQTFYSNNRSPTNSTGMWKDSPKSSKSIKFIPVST
OXTR potentiator – potentiates the human oxytocin receptor response. CHO-OTR cells, Fluo-8 calcium fluorescence, potentiator mode; 0% = oxytocin EC15, 100% = EC100. P30559. activation, % at 3 µM. actives 0.061% (n = 320,000). AID 2445;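 active means activation above that plate's cutoff, the mean activation of tested compounds plus 3 SD, cut at about 6.6% in these data, passing the limit was not always enough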;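 further: 100% uses oxytocin at 75 nM as the full agonist control; some results filed as inactive read as strong as hits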
Target sequence (P30559 whole entry, looked up): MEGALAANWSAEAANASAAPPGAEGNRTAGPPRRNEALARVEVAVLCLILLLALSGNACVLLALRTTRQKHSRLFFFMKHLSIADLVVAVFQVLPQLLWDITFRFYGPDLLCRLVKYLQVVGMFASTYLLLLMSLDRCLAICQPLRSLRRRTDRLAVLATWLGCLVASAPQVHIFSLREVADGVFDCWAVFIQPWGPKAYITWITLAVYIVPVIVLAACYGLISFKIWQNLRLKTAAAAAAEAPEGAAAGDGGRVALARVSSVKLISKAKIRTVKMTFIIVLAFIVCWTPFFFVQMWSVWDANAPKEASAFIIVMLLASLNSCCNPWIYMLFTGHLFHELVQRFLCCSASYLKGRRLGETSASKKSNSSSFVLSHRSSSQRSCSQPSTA
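Measured by – Fluo-8 calcium dye fluorescence · Test system – human OTR in CHO cells · Dosing – one concentration, 3.0 µM compound · Controls – EC15 oxytocin alone as 0%, 75 nM oxytocin as 100% · Evaluation – normalized max/min fluorescence ratio, % activation · Timing – 6 min pre-incubation, 100 s read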
MEKK2mut PB1 HTS – signal of MEK5 binding to mutant human MEKK2 PB1 domain; bead flow cytometry, Alexa488-MEK5 binding to MEKK2 mutant; percent response, % at 10 µM; actives 0.35% (n = 290,000); AID 1530; in the data active means percent response above about 24%, passing the limit was not always enough; further: inactives centre near 1; some results filed as inactive read as strong as hits
GPR7 antag – antagonists of human GPR7 (neuropeptides B/W receptor 1). AID 1861. actives 1.1% (n = 290,000). P48145. inhibition, % at 4.4 µM. GPR7-expressing cells, fluorescence antagonist assay; in the data active means inhibition above about 16%, passing the limit was not always enough;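 further: cells stimulated with the agonist NPW; 0% = agonist with vehicle and 100% = vehicle without agonist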
NALP1 inh – blocks the NALP1 inflammasome reconstituted in yeast; actives 0.61% (n = 280,000); S. cerevisiae NALP1/ASC/caspase-1 growth, X-gal OD620, 72 h; inhibition, % at 10 µM; in the data active means inhibition mostly above about 24%, no sharp cut-off; inactive means mostly below about 32%; further: some compounds called inactive have numbers as strong as hits
OXTR ag – human OXTR agonism; CHO-OTR cells, Fluo-8 calcium fluorescence; normalized: DMSO 0%, oxytocin 100%; P30559; actives 0.32% (n = 320,000); activation, % at 3 µM; AID 2435;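 active means activation above the mean of all tested compounds plus 3 SD, cutoff set per screening run, cut at about 20% in these data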;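 further: peak over basal fluorescence ratio from a 100 s FLIPR kinetic read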
PfM18AAP inh – PfM18AAP enzyme inhibition | AID 1822 | actives 1.2% (n = 290,000) | recombinant PfM18AAP, H-Glu-NHMec fluorogenic cleavage | inhibition, % at 7.35 µM;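 active means inhibition above the campaign mean inhibition over all tested compounds plus 3 SD, cut at about 28% in these data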;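 further: 0% = plate median of test compound wells and 100% = 2 mM ZnCl2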
Starred values were filed as active, the others as inactive; / = no result given; [ ] = another dose, or the depositor's remark.

SMILES	GalR3 antag	MEKK2 WT-MEK5	V1aR counter	OXTR potentiator	MEKK2mut PB1 HTS	GPR7 antag	NALP1 inh	OXTR ag	PfM18AAP inh
CCOc1ccc(C(=O)N2CCC3(CC2)NCCc2[nH]cnc23)cc1	0	99	1.6	-5	8	-4	10	0.1	-8
Cn1c(S(=O)(=O)c2ccc([N+](=O)[O-])cc2)nc(Br)c1Br	-6	104	-0.3	-5	5	-2	-2	-2.1	-2
COc1cccc(CC(=O)Nc2nc3c(s2)C(=O)CC(C)(C)C3)c1	-6	106	-0.1	-2	11	-5	-4	0.3	-3
COc1cccc(-c2nnc(Nc3nc4c(F)cccc4s3)o2)c1	-2	99	0.1	-8	1	-12	18	-0.7	5
C/C=C/C(=O)N1c2ccccc2C(C)=CC1(C)C	-2	92	-0.7	-30	0	-2	8	-1.1	2
CC(C)[C@H](NC(=O)[C@@H]1Cc2ccccc2CN1)C(=O)Nc1ccc2c(c1)OCO2	6	104	0.4	-4	5	-14	10	0.2	6
CCOc1ccc(NC(=O)C/C(C)=N/NC(=O)c2cnccn2)cc1	1	101	/	/	-2	-8	0	/	8
NC(N)=NC(N)=Nc1ccc2ccccc2c1	-2	107	-0.2	1	12	-21	1	-0.3	5
O=C(CCCn1c(=O)[nH]c2ccccc2c1=O)Nc1ccc(F)cc1	6	101	0.4	-12	0	-9	17	-0.8	4
Cc1cccc(NC(=O)C2COc3ccccc3O2)n1 (configuration not stated)	-2	105	-0.7	1	3	-7	/	-1.7	-9
CC(Sc1nncs1)C(=O)Nc1ccc(S(=O)(=O)Nc2ncccn2)cc1 (configuration not stated)	-1	/	-0.2	-7	/	/	/	-0.2	/
Cc1ccccc1C(=O)Nc1ccc(CN2CCOCC2)cc1	-10	101	/	/	5	-11	-18	/	-4
C/C(CC1CC(COCC(C)C)OC1=O)=N\NC(N)=S (configuration not stated)	2	100	0.4	-5	0	-8	34	0.5	17
CCOc1cc(/C=C2\C(=O)ON=C2c2ccccc2)ccc1OC	-9	109	0.8	2	5	-4	-4	1.4	7
COc1cc2c(cc1OC)CN(CC(=O)Nc1ccc(Cl)cc1Cl)CC2	-13	101	-0.8	-21	1	2	15	-0.6	9
COCCNC(=O)CN1C(=O)/C(=C/c2ccccc2)Oc2ccc(C(C)(C)C)cc21	-12	98	0.6	-15	-2	-18	6	-1.1	-2
CCOC(=O)N1CCN(C(=O)COC(=O)C2CCN(S(=O)(=O)c3c(C)c(C)cc(C)c3C)CC2)CC1	-3	/	7.6	-14	/	/	/	4.1	/
NS(=O)(=O)c1ccc(CCNC(=O)c2ccc([N+](=O)[O-])cc2[N+](=O)[O-])cc1	-3	102	-0.4	-18	7	-10	8	0.1	-7
Cc1ccc(S(=O)(=O)NCc2ccc(C(=O)NC3CCC(C)CC3)cc2)cc1 (configuration not stated)	-12	99	0.5	-2	1	-12	0	-1.6	4
CN(CC(=O)Nc1ccccc1Cl)C(=O)COC(=O)CSc1ccc(F)cc1	-5	/	0.7	2	/	/	/	-0.4	/

3 compounds from above, ordered by molecular weight, rising.
SMILES	GalR3 antag	MEKK2 WT-MEK5	V1aR counter	OXTR potentiator	MEKK2mut PB1 HTS	GPR7 antag	NALP1 inh	OXTR ag	PfM18AAP inh
COc1cccc(-c2nnc(Nc3nc4c(F)cccc4s3)o2)c1	-2	99	0.1	-8	1	-12	18	-0.7	5
Cc1ccc(S(=O)(=O)NCc2ccc(C(=O)NC3CCC(C)CC3)cc2)cc1 (configuration not stated)	-12	99	0.5	-2	1	-12	0	-1.6	4
COCCNC(=O)CN1C(=O)/C(=C/c2ccccc2)Oc2ccc(C(C)(C)C)cc21	-12	98	0.6	-15	-2	-18	6	-1.1	-2

Further structures
SMILES	GalR3 antag	MEKK2 WT-MEK5	V1aR counter	OXTR potentiator	MEKK2mut PB1 HTS	GPR7 antag	NALP1 inh	OXTR ag	PfM18AAP inh
COc1ccc(NC(=O)CCS(=O)(=O)c2cccc3nonc23)cc1	-2	92	0.7	0	-4	-1	-10	-0.6	2
CN(CC(=O)Nc1ccc(F)c(Cl)c1)S(=O)(=O)c1ccc2c(c1)n(C)c(=O)c(=O)n2C	-9	103	0.1	-2	-3	-11	24	-0.2	0
Cc1cccc(NC(=O)c2cc3cc([N+](=O)[O-])ccc3s2)n1	-9	97	-0.2	-6	-8	-15	6	-0.4	-15
Cc1c(Cl)c([N+](=O)[O-])nn1CCCC(=O)Nc1sc2c(c1C#N)CCC2	1	97	3.1	-4	1	-8	31	0.0	13
O=C(NC1CCCCCCC1)c1cnccn1	-7	103	0.6	-5	5	6	-22	-1.8	2
COc1cccc(/C=N/NC(=O)c2cccc(N3CCCC3=O)c2)c1	-8	103	1.0	0	1	1	17	1.0	2
CN(c1ccccc1)S(=O)(=O)c1ccc(C(=O)NCCc2ccc(F)cc2)cc1	-12	99	5.2	-7	1	27*	17	6.8	4
O=c1ccn([C@@H]2O[C@H](CO)[C@@H](O)[C@H]2O)c(=O)[nH]1	1	94	0.9	-9	6	6	22	0.8	0
COc1cccc(-c2cc(=O)c3cc(NC(=O)c4ccc(Cl)cc4)ccc3[nH]2)c1	-1	95	0.2	-6	2	-8	7	-0.3	1
Cc1ccc(Nc2nc3ccccc3nc2-n2nc(C)cc2C)cc1	5	95	0.8	-4	-4	-17	35	-0.4	1
Cn1c2ccccc2c(=O)c2ccc(NCCc3cccs3)cc21	-7	/	-0.6	-5	/	/	/	-0.1	/
CC1CCCCN1CCNc1nc(=S)[nH]c2ccccc12 (configuration not stated)	-4	109	0.2	-6	2	-2	4	-0.6	0
N#CC1=C(N)SC(N)=C(C#N)C1C1CC=CCC1 (configuration not stated)	-2	82	0.6	-3	-8	-1	11	0.9	36*
CC(C)(C)NC(=O)C1CCN(c2ccc(S(=O)(=O)N3CCOCC3)cc2Cl)CC1	1	71	0.4	-1	-16	10	3	0.5	-2
CCOc1c(Br)cc(CNC2CCCCCCC2)cc1OC	-7	127	10	-4	16	20	-4	7.2	3
CC(C)N=c1c([N+](=O)[O-])nn(C)n1O	-2	86	-0.5	-2	-14	-4	4	0.2	-11
O=c1[nH]c2sc3c(c2c2nncn12)CCCC3	-6	101	-1.0	-1	2	6	5	-1.7	11
CCCNc1c(NS(=O)(=O)c2ccc(C(C)(C)C)cc2)c(=O)oc2ccccc12	0	101	0.0	-1	10	-9	10	7.2	4
O=C(CSc1nc(O)c(C2CCCCC2)c(=O)[nH]1)Nc1ccccc1Cl	0	109	-0.6	4	6	-3	1	-0.3	7
CC(C)(C)C(=O)Nc1cc(NC(=O)C(C)(C)C)cc(C(=O)NNC(=O)c2ccncc2)c1	-5	99	0.8	-4	0	-13	18	1.1	6
Cc1nnc(-n2cnc3ccccc32)c2ccccc12	-3	94	-0.5	-10	-5	0	-3	0.2	-5
CN(C)c1ccc(NC(=O)c2ccncc2)c2ccccc12	-2	103	-0.2	-13	4	-9	6	-1.1	1
Cn1nnnc1SCC(=O)Nc1nc(-c2ccc(F)c(F)c2)cs1	-2	98	13	-16	0	4	5	7.4	1
O=C(O)CSc1ccc(Oc2ccc(SCC(=O)O)cc2)cc1	1	99	-0.1	-4	-1	-11	1	-0.2	-7
NC(=O)c1cnn2c(-c3ccc(Cl)cc3Cl)ccnc12	/	104	0.5	-12	3	20	14	0.1	-12
COC(=O)CCC(=O)c1oc2ccccc2c1N	0	101	-0.2	-5	-1	-6	18	-0.5	4
C=CCn1c(SCC(=O)Nc2ccc(N3CCOCC3)cc2)nc2ccccc2c1=O	0	108	0.4	-1	9	-3	10	0.0	4
COc1ccc(OC)c(NC(=O)CCC(=O)N(Cc2ccc(OC)c(OC)c2)c2nccs2)c1	-5	94	0.2	-9	-8	2	11	-1.2	-4
Cc1cc(C)c2c(=O)[nH]c(SCc3ccccc3)nc2n1	-4	101	-1.0	-5	-7	-5	4	-2.1	0
CC(=O)N1CCSc2ccc(S(=O)(=O)Nc3cccc(C)c3)cc21	-10	108	11	-15	11	-5	17	8.0	4
COc1ccc(CCN(C)C(=O)c2cc(S(=O)(=O)N3CCCCC3)ccc2Cl)cc1OC	1	/	1.8	-13	/	/	/	1.5	/
COc1ccc(C(=O)C(O)C(c2ccc(C)cc2)N2CCOCC2)cc1OC (configuration not stated)	-5	104	1.4	-1	6	-14	12	-0.5	2
CCOc1ccc2[nH]c3ncccc3c(=O)c2c1	-11	100	0.8	-8	4	2	6	-1.3	1
COc1cc(/C=C/C(=O)OCC(=O)NC2CCCCCCC2)ccc1O	-5	/	-1.0	-4	/	/	/	-1.6	/
Clc1ccc(CNc2ccc(CNc3ncn[nH]3)cc2)cc1	-13	94	6.5	-11	-4	1	29	3.2	37*
NC(N)=N/N=C/c1ccc(OCc2ccccc2)cc1	0	162*[inhibitor]	0.7	-5	17	-3	-2	1.1	2
COc1cccc(NC(=O)c2cn(C)c(=O)c3cc(OC)c(OC)cc23)c1	11	104	-0.1	-8	4	-3	6	-1.3	-4
CCC1CCCCN1C(=S)Nc1ccc(C(C)=O)cc1 (configuration not stated)	1	101	1.1	-11	-2	-5	30	-0.3	7
CCOC(=O)C1CCN(Cc2ccc(OC)c(C)c2OC)CC1	-5	102	1.4	-6	4	-3	10	1.8	2
O=C(CN1CCN(S(=O)(=O)c2ccc3ccccc3c2)CC1)Nc1ccc2c(c1)CCC2	-3	108	2.5	-6	-1	-25	34	-1.0	1
CN1CCN(c2ccccc2NC(=O)c2ccc([N+](=O)[O-])o2)CC1	/	95	1.4	-9	-6	16	18	-0.7	1
CCOc1ccc(CCNC(=O)COC(=O)c2nc3nc(C)cc(C)n3n2)cc1OCC	-9	122	-0.4	-6	7	-17	20	-1.3	-2
CC(CCc1ccccc1)NCc1ccc(Cl)cc1Cl (configuration not stated)	1	113	1.1	-8	2	-8	25	-2.0	-2
Cc1ccc(N2CCN(S(=O)(=O)N(C)C)CC2)cc1C	0	106	2.1	1	0	-7	-1	0.6	1
COC(=O)c1ccc(CSc2nc3ccccc3c(=O)n2-c2cccc(OC)c2)o1	-1	97	0.9	-1	-2	-2	7	-0.6	-5
COc1cccc(C(=O)n2ccc(-c3cccs3)n2)c1	-5	93	1.2	-2	-4	-8	9	0.4	5
CCc1c(C)sc(NC(=O)c2cc(-c3cc(OC)ccc3OC)on2)c1C#N	4	104	-0.5	1	3	13	-8	1.7	-10
COc1cc(C2C(C#N)=C(N)Oc3cc(N)ccc32)cc(OC)c1OC (configuration not stated)	-2	103	0.3	-3	3	-16	23	0.8	13
CSc1ccc(Cl)c(C(=O)N(C)CC(=O)Nc2ccc(N3CCOCC3)cc2)c1	-3	/	0.1	3	/	/	/	0.3	/
COCCN(C(=O)COC(=O)/C=C/c1nc2ccccc2s1)c1c(N)n(Cc2ccccc2)c(=O)[nH]c1=O	-3	/	-1.1	-7	/	/	/	-0.6	/
O=C(CN(C1CCCCC1)S(=O)(=O)c1ccc(Cl)cc1)NCc1cccnc1	-4	95	-0.2	-21	-7	-8	-21	-1.8	2
Cc1c(C)c2ccc(OCC(=O)NCCN3CCOCC3)cc2oc1=O	1	101	0.5	-6	3	3	7	1.5	2
CC(C)(C)c1n[nH]c2c1CCCC2	-7	102	0.0	-5	0	-8	27	-0.4	1
COC(=O)c1ccccc1NC(=O)CN1CCc2ccccc2C1	-6	105	-0.9	1	7	-6	3	-2.2	3
O=C(O)c1ccc(Cl)c(S(=O)(=O)N2CCC(Cc3ccccc3)CC2)c1	-5	101	1.1	-6	-1	1	6	1.1	-1

Screening results from PubChem.
